Siah-1 displacement = Siah-1 peptide-binding antagonists, primary screen, biochemical, fluorescence polarization, rhodamine-plectin, uHTS (AID 1817); Siah-1 / rhodamine-plectin peptide fluorescence polarization; higher % means a stronger effect; one-dose displacement, % at 20 µM; IC50 in µM for titrated hits; hit rate 0.02% among 290,000;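 active = displacement of at least 50% at 20 µM, with a fluorescence ratio check between 0.3 and a set limit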;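 note: plate controls were Siah plus tracer with DMSO for no effect and tracer alone without Siah for full effect; strong numbers were not always called active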
PMI inhibition = MPI inhibition at elevated mannose 6-phosphate – biochemical, fluorescence intensity, high mannose 6-phosphate, primary screen (AID 1220). recombinant PMI enzyme, coupled fluorescence intensity; higher % means a stronger effect. inhibition, % at 20 µM, or IC50 in µM where a hit was titrated. hit rate 0.66% among 190,000
P. falciparum M1AAP = malaria alanyl aminopeptidase activity blockers – biochemical, fluorogenic H-Leu-NHMec substrate, 1536-well (AID 1445) | recombinant M1AAP, H-Leu-NHMec fluorogenic kinetic assay; higher % means a stronger effect | inhibition, % at 30 µM, or IC50 in µM where a hit was titrated | hit rate 0.42% among 220,000;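 active = primary inhibition above the hit cutoff, then over 50% inhibition at one or more dose response concentrations, cut at about 23% in these data, passing the limit was not always enough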;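 note: plate controls were DMSO full reaction for no effect and no enzyme background for full effect; strong numbers were not always called active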
LYP inhibition = inhibitors of LYP phosphatase, biochemical, fluorescence intensity, uHTS (AID 1779) | recombinant LYP phosphatase, fluorescence intensity; higher % means a stronger effect | one-dose inhibition, % at 11.5 µM; IC50 in µM for titrated hits | hit rate 0.054% among 290,000;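 note: plate controls were vehicle with enzyme for no effect and no enzyme for full effect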
P. falciparum M17LAP = P. falciparum M17LAP inhibitors, primary screen, biochemical, fluorogenic H-Leu-NHMec substrate, 1536-well (AID 1619); recombinant M17LAP, H-Leu-NHMec fluorogenic kinetic assay; higher % means a stronger effect; inhibition, % at 30 µM, or IC50 in µM where a hit was titrated; hit rate 0.38% among 220,000;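 active = compound inhibiting the enzyme by more than half at any dose during confirmatory dose-response retesting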;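 note: plate controls were full reaction with DMSO carrier for no effect and no enzyme background for full effect; strong numbers were not always called active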
AID2073 = disruptors of CaV2.2 binding to Mint1 – biochemical, HTRF (AID 2073). HTRF protein-protein interaction, Mint1-CaV2.2; higher % means a stronger effect. one-dose inhibition, % at 20 µM; IC50 in µM for titrated hits. hit rate 0.19% among 290,000; in the data active = inhibition mostly above about 51%, no sharp cut-off; note: some results filed as inactive read as strong as hits
XIAP antagonists = XIAP antagonists, biochemical, IAP family, fluorescence polarization (AID 1018); XIAP BIR domain, fluorescence polarization peptide displacement; higher % means a stronger effect; hit rate 0.007% among 200,000; displacement, % at 20 µM; hits with a dose series show IC50 in µM; in the data active = displacement above about 50%; note: a part of the inactive calls stands beside numbers as strong as those of hits
Dynein transport = dynein cargo transport inhibition. 3617.4 mouse cells, GR-EGFP nuclear translocation imaging; test concentration mostly 20 µM; stimulated with dexamethasone, 1 µM; active compounds read low. z-score, hits read low. hit rate 0.47% among 220,000. AID 1381;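 active = plate z-score of nuclear minus cytoplasmic receptor signal below a set negative limit, without overly bright fluorescence or cell loss, cut at about -3.5 in these data, passing the limit was not always enough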;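 note: z-score of nuclear minus cytoplasmic ring GR-EGFP intensity difference per well; some compounds called inactive have numbers as strong as hits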
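Also added – dexamethasone, 1.0 µM final · Buffer or medium – tet-free, stripped-serum medium · Schedule – induction 48 h, compound 1 h, agonist 30 min · Detection – formaldehyde fixation, Hoechst nuclear stain, 10x automated fluorescence imaging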
PMI inhibitors = inhibitors of human PMI, primary screen, biochemical, fluorescence intensity, coupled assay (AID 1209); purified PMI enzyme, coupled fluorescence intensity; higher % means a stronger effect; one-dose inhibition, % at 20 µM; IC50 in µM for titrated hits; hit rate 0.42% among 190,000;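 note: plate controls were DMSO vehicle for no effect and wells lacking substrate for full effect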
Dynein transport cytoplasmic EGFP = recorded beside Dynein transport, whose call it bears; z-score; measured here: cytoplasmic GR-EGFP intensity; active compounds read high
Dynein transport nuclear GR-EGFP = recorded beside Dynein transport, whose call it bears; z-score; measured here: nuclear GR-EGFP intensity;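 lower value marks the stronger effect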
Dynein transport cell count = second read-out of Dynein transport, no call of its own (marks repeat the call); z-score; measured here: cell count per field
Active calls of the source: *; / = no result given. Cut-off read from the data, not from the text of the source, unless noted: active = inhibition above about 50%; inactive = the rest.

Below each SMILES – Dynein transport cytoplasmic EGFP	Dynein transport nuclear GR-EGFP	P. falciparum M17LAP	PMI inhibitors	XIAP antagonists	Siah-1 displacement	PMI inhibition	P. falciparum M1AAP	Dynein transport	AID2073	Dynein transport cell count	LYP inhibition
1) Cc1ccc(NC(=S)Nn2cnnc2)cc1
 : -0.34	-0.83	0%	62%*	-2.9%	-1%	41%	-2%	-1.8	34%	1.2	-8%
2) NS(=O)(=O)c1ccc2c(c1)C1C=CCC1C(C1CC=CCC1)N2 (stereo unspecified)
 : -0.36	-0.21	7%	-18%	-0.7%	1%	-58%	12%	-0.22	53%	0.84	2%
3) O=C(CN1CCN(Cc2ccccc2)CC1)N/N=C/c1ccco1
 : -0.25	-0.26	-3%	/	/	-6%	/	-4%	-0.45	-9%	0.56	0%
4) Cc1ccccc1OCC(=O)N(Cc1ccc(N(C)C)cc1)C1CCS(=O)(=O)C1 (stereo unspecified)
 : -0.11	-0.46	-3%	3%	-3.7%	0%	15%	-2%	-1.5	-1%	1.4	-1%
5) O=C1c2ccccc2C(=O)N1CCCCSc1nnnn1-c1ccccc1
 : -0.15	-0.054	-9%	1%	-7.3%	-2%	-1%	3%	-0.53	-3%	1.5	-7%
6) COC(=O)c1[nH]c2ccccc2c1NC(=O)CN1CCN(c2cccc(Cl)c2)CC1
 : -0.31	0.23	6%	4%	-1.5%	-7%	2%	-6%	0.84	1%	-0.1	-6%
7) CCCCC(CC)CNC(=O)C1C2C=CC(C2)C1C(=O)O (stereo unspecified)
 : 0.32	1.3	16%	9%	0.8%	2%	0%	1%	1.1	8%	-1	0%
8) Cc1ccc(S(=O)(=O)N2CCOCC2)cc1NC(=O)COC(=O)CNC(=O)c1ccc(C(C)(C)C)cc1
 : -0.28	-0.085	-4%	-12%	-3.1%	-7%	-17%	2%	0.32	-4%	-0.11	-14%
9) Cc1cc2ccccn2c1C(=O)c1ccc(N/N=C/c2ccc(C(=O)O)cc2)c([N+](=O)[O-])c1
 : -0.0044	0.48	16%	/	/	60%	/	12%	-0.58	69%*	-0.68	40%
10) O=S1(=O)CC(NCc2ccccc2)C(Nc2ccc(Cl)cc2)C1 (stereo unspecified)
 : -0.15	0.58	3%	-1%	-2.9%	-4%	-12%	1%	0.38	-7%	-0.85	-8%
11) CCN1/C(=C2/OC(=S)N(C)C2=O)Sc2ccccc21
 : -0.15	0.11	-6%	8%	-1.3%	3%	10%	1%	-0.45	-37%	-0.17	-1%
12) Cc1ccnc2nc(C(=O)N3CCN(c4ccc(F)cc4)CC3)nn12
 : -0.28	-0.21	6%	-15%	-3.9%	0%	-11%	1%	-0.58	-8%	0.32	-5%
13) Cc1ccc(S(=O)(=O)c2nc(C)c3c(n2)CCC3)cc1
 : -0.24	-0.48	-1%	2%	-6.7%	0%	3%	7%	0.16	4%	0.22	2%
14) COCCOC(=O)c1c(N)n(CCCN2CCOCC2)c2nc3ccccc3nc12
 : -0.2	0.38	-8%	/	/	13%	/	14%	1.1	23%	-1.8	-16%
15) CCOC(=O)N1CCN(S(=O)(=O)c2ccc(OC)c(OC)c2)CC1
 : -0.22	0.39	5%	11%	-4.4%	5%	10%	-5%	1	13%	0.24	-5%

Some of these compounds in order of count of non-hydrogen atoms, ascending:
Below each SMILES – Dynein transport cytoplasmic EGFP	Dynein transport nuclear GR-EGFP	P. falciparum M17LAP	PMI inhibitors	XIAP antagonists	Siah-1 displacement	PMI inhibition	P. falciparum M1AAP	Dynein transport	AID2073	Dynein transport cell count	LYP inhibition
11) CCN1/C(=C2/OC(=S)N(C)C2=O)Sc2ccccc21
 : -0.15	0.11	-6%	8%	-1.3%	3%	10%	1%	-0.45	-37%	-0.17	-1%
5) O=C1c2ccccc2C(=O)N1CCCCSc1nnnn1-c1ccccc1
 : -0.15	-0.054	-9%	1%	-7.3%	-2%	-1%	3%	-0.53	-3%	1.5	-7%
9) Cc1cc2ccccn2c1C(=O)c1ccc(N/N=C/c2ccc(C(=O)O)cc2)c([N+](=O)[O-])c1
 : -0.0044	0.48	16%	/	/	60%	/	12%	-0.58	69%*	-0.68	40%

Entries from the list above that have a Cl atom:
Below each SMILES – Dynein transport cytoplasmic EGFP	Dynein transport nuclear GR-EGFP	P. falciparum M17LAP	PMI inhibitors	XIAP antagonists	Siah-1 displacement	PMI inhibition	P. falciparum M1AAP	Dynein transport	AID2073	Dynein transport cell count	LYP inhibition
6) COC(=O)c1[nH]c2ccccc2c1NC(=O)CN1CCN(c2cccc(Cl)c2)CC1
 : -0.31	0.23	6%	4%	-1.5%	-7%	2%	-6%	0.84	1%	-0.1	-6%
10) O=S1(=O)CC(NCc2ccccc2)C(Nc2ccc(Cl)cc2)C1 (stereo unspecified)
 : -0.15	0.58	3%	-1%	-2.9%	-4%	-12%	1%	0.38	-7%	-0.85	-8%

Next section
Below each SMILES – Dynein transport cytoplasmic EGFP	Dynein transport nuclear GR-EGFP	P. falciparum M17LAP	PMI inhibitors	XIAP antagonists	Siah-1 displacement	PMI inhibition	P. falciparum M1AAP	Dynein transport	AID2073	Dynein transport cell count	LYP inhibition
16) Cc1cc(C(=O)O)sc1C
 : -0.13	0.27	-4%	-16%	-8.2%	-6%	-6%	1%	0.14	2%	-0.13	-8%
17) C/C(=N\NC(=O)C1CC1)c1cccs1
 : -0.27	0.37	15%	-8%	-4.5%	9%	-15%	9%	0.51	-4%	-1.1	-6%
18) COc1ccc(CCN(Cc2cccs2)S(=O)(=O)c2ccc(-n3cnnn3)c(OC)c2)cc1OC
 : -0.15	0.16	10%	13%	-2.3%	7%	6%	4%	0.22	32%	0.22	0%
19) COc1ccc(NC(=O)CN2CCN(CC(=O)Nc3ccccc3F)CC2)cc1OC
 : -0.31	0.064	-1%	5%	-4.0%	1%	15%	12%	-0.12	-1%	-0.13	-6%
20) CC(C)Sc1ccc([N+](=O)[O-])cc1C(=O)Nc1ccncc1
 : -0.21	0.061	18%	/	/	1%	/	6%	0.14	0%	0.82	-5%
21) COc1ccc(C2c3c(-c4ccccc4O)n[nH]c3C(=O)N2Cc2ccco2)cc1 (stereo unspecified)
 : -0.2	0.7	12%	/	/	5%	/	3%	0.58	14%	-0.56	7%
22) CC(C)(C)c1ccc(OCCNC(=O)c2ncn[nH]2)cc1
 : 0.052	0.67	4%	6%	-1.4%	4%	12%	-7%	0.27	-11%	-0.07	-1%
23) CC(NC(=O)c1cccs1)c1nnc(SCc2ccc(Cl)cc2Cl)n1C (stereo unspecified)
 : -0.19	-0.17	-2%	0%	-5.2%	12%	4%	8%	-0.059	2%	0.076	-1%
24) CCCCn1c(=O)[nH]c(=O)c2c1nc(-c1ccc(CC)c([N+](=O)[O-])c1)n2C
 : -0.3	-0.6	0%	-8%	-3.9%	8%	-9%	1%	-1.2	15%	0.74	-3%
25) O=C(NCc1ccccn1)c1ccc2c(c1)N(Cc1ccccc1)CCS2
 : -0.11	-0.19	-37%	/	/	7%	/	16%	-0.35	42%	0.35	-10%
26) COc1ccc(-c2nc(O)c3cnccn23)cc1
 : -0.27	0.16	6%	-17%	-9.7%	14%	-16%	7%	0.085	5%	0.74	-7%
27) O=C1S/C(=C\c2ccccn2)C(=O)N1Cc1ccccc1F
 : -0.22	-0.72	-2%	-1%	3.3%	3%	0%	11%	-0.83	6%	0.71	-5%
28) Cc1[nH]c2ccccc2c1C(c1ccncc1)N1CCN(c2ccccn2)CC1 (stereo unspecified)
 : -0.32	-0.12	-2%	2%	-9.1%	-3%	2%	10%	-0.85	-12%	1.3	-3%
29) COC(=O)c1cc(Cl)c(NC(=O)/C=C/c2ccc(OC)c(OC)c2)cc1OC
 : 0.098	-0.44	7%	20%	-0.5%	6%	14%	8%	-0.51	2%	0.13	-2%
30) CC(C)C[C@@H](N)c1nnc(SCC(=O)c2ccc(Cl)cc2)o1
 : -0.054	-0.53	-3%	4%	-4.1%	4%	-6%	-2%	-0.74	-16%	0.62	-6%
31) Cn1c(CN2CCOCC2)nnc1SCC(=O)NC1CCCCC1
 : -0.22	0.14	2%	6%	-4.7%	-4%	12%	5%	-0.46	-1%	-0.81	-5%
32) CCOc1cc(N2CCOCC2)c(OCC)cc1NC(=O)c1cccc(N(C)C)c1
 : -0.19	-0.42	6%	6%	-5.4%	7%	23%	11%	-0.7	-7%	0.21	8%
33) O=C(Nc1ccc(Cl)cc1)N(C1=NCCC1)c1ccc(OC(F)F)cc1
 : 0.24	0.24	1%	12%	-6.1%	-2%	10%	8%	-0.16	5%	0.14	-11%
34) C/C(=N\Nc1nc2ccccc2[nH]1)c1cc2ccccc2o1
 : -0.19	0.58	9%	8%	1.5%	-3%	11%	-2%	0.17	5%	-1.2	1%
35) CN(c1ccc(C(=O)Nc2ccccn2)cc1)S(=O)(=O)c1ccccc1
 : -0.25	0.25	2%	9%	-0.4%	8%	3%	3%	-0.046	2%	0.64	-5%
36) O=C(Nc1ccc2c(c1)OCO2)Nc1ccc(Br)cn1
 : -0.24	-0.8	6%	-2%	-1.2%	4%	-12%	5%	-1.9	-21%	-0.16	-2%
37) Cc1ccc(C(=O)NCCNC(=O)CN2CCCC2)cc1
 : -0.081	-0.032	-11%	-5%	-2.4%	-3%	-3%	10%	-0.12	2%	0.79	-3%
38) CCOC(=O)/C(=N\Nc1ccccc1)c1csc(Nc2ccc(C)cc2)n1
 : -0.19	0.38	12%	13%	-8.6%	1%	-2%	6%	1.1	-12%	0.27	8%
39) O=C(Nc1ccc2c(c1)oc1ccccc12)c1cccnc1
 : -0.17	0.13	14%	2%	-4.0%	3%	8%	11%	-0.14	8%	-0.41	0%

Screening data as filed in PubChem.
